# All columns: NCI-60 one-dose screen, growth in % after 48 h at 10 µM unless noted; 100 = growth as untreated, 0 = no growth, -100 = all killed.
# NCI-H460: NCI-H460 lung cancer | 82,000 tested, 6.8% active
# NCI-H226: NCI-H226 lung cancer; AID 1794732; 79,000 tested, 3.5% active
# NCI-H322M: NCI-H322M lung cancer | 80,000 tested, 2.7% active | AID 1794733
# NCI-H23: NCI-H23 lung cancer | 80,000 tested, 4% active
# COLO 205: COLO 205 colon cancer | 79,000 tested, 7.3% active | AID 1794742
# SW-620: SW-620 colon cancer; 82,000 tested, 5.2% active; AID 1794795
# HT29: HT29 colon cancer | AID 1794748 | 81,000 tested, 7.4% active
# HCT-15: HCT-15 colon cancer; AID 1794746; 82,000 tested, 5.2% active
# NCI-H522: NCI-H522 lung cancer; 78,000 tested, 8% active
# An asterisk follows results filed as active; . = no result given; & = joins results of further samples. How the source made its calls: active means growth percent below 10; inactive means the rest.
SMILES,NCI-H460,NCI-H226,NCI-H322M,NCI-H23,COLO 205,SW-620,HT29,HCT-15,NCI-H522
COc1ccc2c(c1)oc1c(C)c3c(c(C)c12)C(=O)N(CCCCCC#N)C3=O,77,101,88,90,105,95,84,98,90
Brc1ccccc1C[n+]1cccc2ccccc21,101,86,94,95,93,93,92,103,80
COc1ccc(Nc2ncnc3c2c(C)nn3-c2ccc(Cl)cc2)cc1,96,90,.,90,91,98,85,93,72
CNc1ccc(C(=O)C2CC2)cc1,106,103,92,107,105,106,99,100,88
O=Cc1ccc2ccccc2n1,105,83,80,90,95,93,100,93,91
COc1ccc(-c2cc(-c3cccnc3)nc(OC)c2C#N)cc1OC,94,93,111,97,91,93,86,93,71
CN(C)c1ccc2cc(-c3ccccc3F)c(=O)[nH]c2c1,105,100,113,92,.,109,101,104,77
COc1ccc(-c2cncnc2N)cc1OC,99,107,114,108,.,101,111,103,105
CCS(=O)(=O)Oc1ccc(NC(=O)C2CCCCC2)cc1,105,94,.,96,104,107,99,102,87
CN(C)c1ccc(/C=N/Nc2ncc(C(N)=O)c(N)n2)cc1,94,90,79,92,101,95,91,89,83
Brc1ccc(C2CC(n3nnnc3-c3ccccc3)=NN2)cc1 (stereo unspecified),105,94,115,101,116,109,98,107,92
O=S(=O)(Nc1ccc(-n2cnc3cc(-c4ccc(O)cc4)ccc32)cc1)C1CC1,89,96,91,101,123,102,99,85,74
CN(C(=O)c1ccccc1)N(C)C(=O)c1ccccc1,109,112,97,110,102,106,93,111,102
Cc1ccc(C(=O)N=c2n(-c3ccccc3)nc3n2CCN3C2=NCCN2)cc1,99,95,95,98,110,89,90,97,97
CC1(C)COC(c2ccc3c(c2)OCO3)OC1,113,100,127,104,103,109,104,103,95

# Part of the list above, with two lines to a compound.
# Fields: NCI-H460 | NCI-H226 | NCI-H322M | NCI-H23 | COLO 205 | SW-620 | HT29 | HCT-15 | NCI-H522
COc1ccc2c(c1)oc1c(C)c3c(c(C)c12)C(=O)N(CCCCCC#N)C3=O
  77 | 101 | 88 | 90 | 105 | 95 | 84 | 98 | 90
Brc1ccccc1C[n+]1cccc2ccccc21
  101 | 86 | 94 | 95 | 93 | 93 | 92 | 103 | 80
COc1ccc(-c2cncnc2N)cc1OC
  99 | 107 | 114 | 108 | . | 101 | 111 | 103 | 105
CN(C)c1ccc(/C=N/Nc2ncc(C(N)=O)c(N)n2)cc1
  94 | 90 | 79 | 92 | 101 | 95 | 91 | 89 | 83

# Other structures
SMILES,NCI-H460,NCI-H226,NCI-H322M,NCI-H23,COLO 205,SW-620,HT29,HCT-15,NCI-H522
CCNS(=O)(=O)c1ccccc1,116,110,98,106,126,108,105,107,128
CCSc1ncnc2nc[nH]c12,102,96,111,107,110,110,117,96,110
CCOC(=O)C(=Cc1ccccc1OC)C(=O)OCC,95,93,91,62,102,93,83,76,56
CCCCN(CCCC)CC(=O)Nc1ccc(C(=O)OCC(C)C)cc1,103,93,96,100,106,99,88,101,76
COc1cc(/C=C/C(=O)c2ccc(Oc3ncnc4ccccc34)cc2)cc(OC)c1OC,85,98,69,80,109,53,80,41,53
COC(=O)[C@H]1O[C@@H](n2cnc3c(=O)[nH]cnc32)[C@H](O)[C@@H]1O,108,111,120,107,.,105,106,104,103
COc1cc(C)cc2oc3oc(=N)c(-c4csc(-c5c[nH]c6ccccc56)n4)cc3c(=O)c12,107,94,96,98,113,98,91,99,80
CCOc1ccccc1NC(=O)CCl,97,86,107,71,104,98,89,86,56
COc1cc(NC(=O)CC(C)=O)c(OC)cc1Cl,112,108,113,102,129,96,107,105,94
CC(O)Cn1cnc2c1c(=O)n(C)c(=O)n2C (stereo unspecified),118,102,97,97,.,113,109,96,.
Cc1cc(C)c2c(NC(=O)Nc3ccc(Cl)c(Cl)c3)n[nH]c2n1,106,108,91,101,106,112,97,100,93
CCN1C2CCC1/C(=C\c1ccccc1)C(=O)/C2=C/c1ccccc1,52,60,52,33,44,42,42,38,41
CC(C)NC(=O)c1ccc(CONC(=O)OCc2ccccc2)cc1,101,108,108,103,91,97,106,103,110
Nc1nc(/C=C\c2ccccc2)cc(-c2cc(/C=C\c3ccccc3)nc(N)n2)n1,107,103,109,106,123,103,109,103,99
CN[C@]12CC3(C=CC(=O)C=C3)O[C@@]1(Cc1ccc(OC)cc1)N(C)C(=O)N2,99,22,50,83,19,11,7.8*,4.2*,-46*
COc1ccc(S(=O)(=O)n2ccc(-c3ccc4c(c3)CCC(C)(C)O4)n2)cc1OC,70,59,89,56,87,80,.,72,66
N#Cc1c(N2CCCC2)nc2sc3cc(Cl)c(Cl)cc3n2c1=N,98,80,102,97,124,105,90,100,78
Cc1cc(NS(=O)(=O)c2ccc(-c3cnc(C4CC4)o3)cc2)ccc1Cl,7.6*,58,45,24,-14*,22,-17*,17,-12*
CC(=O)OCCN(CCc1ccccc1)CCc1ccccc1,.,102,91,100,120,105,91,108,84
COc1cc(C(=O)NN=C2c3ccccc3-c3ccccc32)cc(OC)c1OC,11,.,54,62,2.9*,20,5.2*,27,15
C#Cc1ccc(-n2c(/C=C/c3c(OC)cc(OC)cc3OC)nc3ncccc3c2=O)cc1,105,97,86,102,104,94,102,96,69
CN1C(=S)N(c2ccccc2)C2NC(=O)N(/N=C/C=C/c3ccccc3[N+](=O)[O-])C21 (stereo unspecified),99,87,84,77,108,71,93,48,79
CC(=O)N1N=C(c2ccc(Nc3nc(Nc4ccc(F)cc4)nc(Nc4ccc(Cl)cc4)n3)cc2)CC1c1ccccc1 (stereo unspecified),104,96,79,78,103,107,98,82,70
COc1ccc(-c2cc(-c3ccc(OC)cc3)n3nc(N)nc3n2)cc1,108,99,100,96,121,110,104,93,94
N#Cc1cc(O)n2c1C(=N)c1ccccc1-2,98,74,98,92,100,98,96,99,90
C[C@H]1[C@H](C)CC[C@]2(C(=O)O)CC[C@]3(C)C(=CC(=O)[C@@H]4[C@@]5(C)CCC(=O)C(C)(C)[C@@H]5CC[C@]43C)[C@H]12,109,92,99,98,.,102,88,96,81
O=C1NS(=O)(=O)c2ccccc21,113&120&107,91&107&110,96&117&112,92&104&96,115&113&106,106&110&104,106&98&118,104&99&106,92&118
Cc1ccc(-c2csc(C3=C(O)CN(NC(=O)c4ccoc4C)C3=N)n2)cc1,123,101,95,107,121,109,114,114,113
CN1CCN(CCO)CC1,105,103,93,98,106,103,106,98,104
CC(C)C[C@@H]1NC(=O)[C@H](Cc2c[nH]c3ccccc23)NC(=O)[C@H](CO)NC(=O)[C@H](CCCNC(=N)N)NC(=O)[C@H](CC(C)C)NC(=O)[C@H](CCCNC(=N)N)NC(=O)[C@H](Cc2ccc(O)cc2)NC(=O)[C@H](Cc2ccc(O)cc2)NC(=O)[C@H](CO)NC(=O)[C@@H]2CCCN2C(=O)CNC(=O)[C@H](CC(N)=O)NC(=O)[C@@H](Cc2ccc(O)cc2)NC(=O)CSC[C@@H](C(N)=O)NC(=O)[C@H](CO)NC(=O)[C@H](CO)NC1=O,106,125,113,105,118,104,105,112,103
C/C(=N\NC(N)=O)C1=C(O)C(C(C)C)NC1=O (stereo unspecified),106,112,113,107,107,96,97,105,89
C=C1CCC2C3(C)COC(c4cccs4)OC3CCC2(C)C1C/C=C1/C(=O)OCC1O (stereo unspecified),99,.,104,107,117,92,84,86,84
O=C1CCC(Nc2ccccc2)N1 (stereo unspecified),102,98,95,89,112,102,102,96,100
CCOC(=O)CC/C(C)=N\Nc1ccc([N+](=O)[O-])cc1,27,68,77,99,35,57,53,36,39
CC12CCCCC13NC(=O)C2(C#N)C(C#N)=C(Cl)N3 (stereo unspecified),112,103,93,95,143,122,109,105,99
O=c1c2cc(F)ccc2sc2c(NCCCO)nc3ccccc3c12,84,92,74,90,99,96,88,72,66
O=C(Cc1ccccc1)Nc1nnc(NC2CCN(c3nnc(NC(=O)CC4CC4)s3)CC2)s1,93,93,30,87,82,106,99,95,84
COc1ccc(-c2nc(N=Nc3c(O)[nH]c4ccccc34)[nH]c(=O)c2C#N)cc1OC,104,.,104,105,111,95,110,106,89
COc1ccc(-c2nn(-c3ccccc3)cc2/C=C2\SC(=O)NC2=S)cc1,105&101,100&97,111&112,97,125&104,102&102,113&80,102&91,100&83
CCC(=O)C(CC)c1ccccc1 (stereo unspecified),109,92,103,94,106,108,109,108,89
Cc1ccc(Nc2nc(N)nc(CSc3n[nH]c(N)n3)n2)cc1,103,102,97,97,120,99,115,97,100
c1ccc(CNCCN(CCNCc2ccccn2)Cc2ccc3ccccc3c2)nc1,-7.2*,-18*,12,21,-6.0*,13,6.3*,1.5*,14
O=C(NCc1ccc(Cl)cc1Cl)C1CCC(=O)N1C(=O)Nc1ccc(-c2ccccc2)cc1 (stereo unspecified),95,102,81,92,104,101,83,83,75
Nc1c(-c2nc3ccccc3[nH]2)nnn1-c1ccccc1Cl,100,96,90,90,108,100,116,100,83
Cc1cccc(NC(=O)Oc2ccc(C#N)cc2)c1,101,94,101,96,103,105,105,93,.

# The last 5 compounds of the section above come first, to join the parts.
SMILES,NCI-H460,NCI-H226,NCI-H322M,NCI-H23,COLO 205,SW-620,HT29,HCT-15,NCI-H522
Cc1ccc(Nc2nc(N)nc(CSc3n[nH]c(N)n3)n2)cc1,103,102,97,97,120,99,115,97,100
c1ccc(CNCCN(CCNCc2ccccn2)Cc2ccc3ccccc3c2)nc1,-7.2*,-18*,12,21,-6.0*,13,6.3*,1.5*,14
O=C(NCc1ccc(Cl)cc1Cl)C1CCC(=O)N1C(=O)Nc1ccc(-c2ccccc2)cc1 (stereo unspecified),95,102,81,92,104,101,83,83,75
Nc1c(-c2nc3ccccc3[nH]2)nnn1-c1ccccc1Cl,100,96,90,90,108,100,116,100,83
Cc1cccc(NC(=O)Oc2ccc(C#N)cc2)c1,101,94,101,96,103,105,105,93,.
COc1cc2cc(Sc3ccc(NC(=O)c4cc(C(F)(F)F)cc(C(F)(F)F)c4)cc3)c(C)nc2cc1OC,111,96,.,102,102,103,100,101,104
O=c1c2ccccc2nc(COc2ccccc2)n1/N=C/c1ccc(N2CCCCC2)cc1,77,34,85,65,131,99,62,72,65
O=C(O)c1ccc(Cn2cc(CSc3nc4ccccc4s3)nn2)cc1,97,87,96,99,105,93,99,103,91
N#Cc1c(-c2cccs2)cc(-c2cnccn2)nc1SCC(=O)N/N=C/c1ccncc1,108,104,116,102,118,112,109,106,96
C=CCCCCCCCCC1OCC(C)O1 (stereo unspecified),101,97,98,98,111,101,86,107,99
O=C(Nc1ccc(Cl)c([N+](=O)[O-])c1)Nc1nc2ccccc2s1,82,86,101,64,108,99,87,92,36
N#Cc1cc2c(N)c(C(=O)c3ccc(Cl)cc3)sc2nc1N,99,93,101,93,113,107,101,90,97
COc1cccc(NC(=S)Nc2ccc(O)cc2)c1,113,112,105,95,140,118,105,103,95
O=C(O)CN1C(=O)CSC1=S,106,105,105,98,113,103,117,95,112
Cc1ccc2c(Cn3nnc(N)c3C#N)cc(=O)oc2c1,101,88,99,103,111,98,99,104,83
c1cnc2[nH]cc(-c3nc(-c4ccsc4)cs3)c2c1,109,74,.,80,117,111,104,86,79
O=C(O)c1ccccc1-c1ccccc1C(=O)Nc1ccc(N=Cc2ccc(F)cc2)cc1,108,107,104,106,133,106,103,106,106
CCOC(=O)/C=C(\CC(=O)O)Nc1ccccc1,108,97,.,.,94,106,101,102,93
CCC(CCN(C)C)(OC(C)=O)c1ccccc1 (stereo unspecified),107,90,107,101,106,113,96,106,96
COc1cccc(-c2nc3occn3c2-c2ccnc(NCCCNS(=O)(=O)c3ccc(C(F)(F)F)cc3)n2)c1,90,81,99,99,70,124,74,85,87

# Reprinted at random: 2 entries already listed, in no set order.
SMILES,NCI-H460,NCI-H226,NCI-H322M,NCI-H23,COLO 205,SW-620,HT29,HCT-15,NCI-H522
CC1(C)COC(c2ccc3c(c2)OCO3)OC1,113,100,127,104,103,109,104,103,95
C[C@H]1[C@H](C)CC[C@]2(C(=O)O)CC[C@]3(C)C(=CC(=O)[C@@H]4[C@@]5(C)CCC(=O)C(C)(C)[C@@H]5CC[C@]43C)[C@H]12,109,92,99,98,.,102,88,96,81

# Next records:
SMILES,NCI-H460,NCI-H226,NCI-H322M,NCI-H23,COLO 205,SW-620,HT29,HCT-15,NCI-H522
CCc1ccc(C2=NN(c3ccc(S(N)(=O)=O)cc3)C(c3ccc(N(C)C)cc3)C2)cc1 (stereo unspecified),95,80,89,96,109,99,96,87,93
O=C(C(=O)N1CCOCC1)c1cn(CCCn2cc(C(=O)C(=O)N3CCOCC3)c3ccccc32)c2ccccc12,129,102,103,113,105,115,100,104,.
CCCCCCCCOC(=O)CC[C@@H](C)[C@H]1CC[C@H]2[C@@H]3[C@H](OC(=O)CCN)C[C@@H]4C[C@H](OC(=O)CCN)CC[C@]4(C)[C@H]3C[C@H](OC(=O)CCN)[C@]12C,74,90,71,90,66,20,40,102,11
COc1cc(O)cc(/C=C/c2ccccc2)c1,115,100,110,92,109,106,103,77,79
CCOC(=O)c1cn2ncnc(Oc3ccc(NC(=O)NC4CC4)c(F)c3)c2c1C,99,79,105,90,113,96,110,60,90
O=C(N/N=C/c1ccccc1)c1ccc(NC(=O)c2ccccn2)cc1,114,106,85,95,113,109,90,93,86
COc1cc(C(=O)Oc2ccccc2OC(=O)c2cc(OC)c(OC)c(OC)c2)cc(OC)c1OC,114,107,108,87,103,109,110,99,90
O=C(CN1CCC(c2ccccc2)CC1)Nn1c(COc2ccccc2)nc2ccccc2c1=O,98,108,93,90,110,105,96,99,89
O=C(N/C(=C1/OCCN1Cc1ccccc1)[P+](c1ccccc1)(c1ccccc1)c1ccccc1)c1ccccc1,3.2*,-5.5*,59,-5.4*,4.1*,12,15,78,-6.2*
COc1ccc(-c2cn(-c3ccc(Cl)cc3)c(SCC(=O)c3ccc(Cl)cc3)n2)cc1,92,91,90,80,104,91,81,93,79
COc1ccc(Cl)cc1Nc1nc(C(F)(F)F)ccc1C(=O)N/N=C/c1cc(OC)c(OC)c(OC)c1,21,31,8.9*,55,13,17,32,24,.
NC(=O)CN1CCN(c2ccccc2Cl)CC1,111,102,94,100,110,.,101,107,92

# Assay outcomes from PubChem.
